Tau fil binding = binders of human tau filaments; Potency, µM (top dose mostly 57.1 µM), without a hit: top-dose activity change, negative = inhibition; 71,000 compounds, 2% hits; AID 596; recombinant tau filaments, thioflavin S fluorescence, 15 h; filaments grown with octadecylsulfate alongside compound;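 note: potency is the fitted concentration of half-maximal effect; % is set by controls: 0 for no effect and ±100 for the full control effect; actives lower thioflavin S fluorescence by blocking filaments or displacing dye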
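ThS-based fibril read: tau 1 uM final, inducer ODS 30 uM final, 37 C for 15 h, ex 450/em 510 nm.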
TexasRed autofl = compounds fluorescent in Texas Red spectral region; max dye-equivalent concentration, M; AID 587; 59,000 compounds, 0.06% hits; Compound fluorescence, Texas Red channel, 547/618 nm; hits give high values; in the data active = max dye-equivalent concentration above about 10 nM; inconclusive = between about 1.1 nM and that limit
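Pin-transferred compounds and Texas Red standards go into 100 mM Tris buffer, pH 8.0. After 15 min at room temperature, plates are imaged with 547/618 nm filters. Each value is a dye-equivalent concentration derived from the per-plate dye curve.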
FLuc inh = firefly luciferase inhibition. P08659. purified firefly luciferase, luminescence, 8 min. Potency, µM (top dose mostly 57.1 µM), for the others: at the top dose activity change, negative = inhibition, hits mostly inhibitors. 72,000 compounds, 2.2% hits. AID 411; note: potency is the fitted concentration of half-maximal effect; % is set by controls: 0 for no effect and ±100 for the full control effect; nearly all actives have a fitted effect of over 40% in size
Target sequence (P08659 whole entry, looked up): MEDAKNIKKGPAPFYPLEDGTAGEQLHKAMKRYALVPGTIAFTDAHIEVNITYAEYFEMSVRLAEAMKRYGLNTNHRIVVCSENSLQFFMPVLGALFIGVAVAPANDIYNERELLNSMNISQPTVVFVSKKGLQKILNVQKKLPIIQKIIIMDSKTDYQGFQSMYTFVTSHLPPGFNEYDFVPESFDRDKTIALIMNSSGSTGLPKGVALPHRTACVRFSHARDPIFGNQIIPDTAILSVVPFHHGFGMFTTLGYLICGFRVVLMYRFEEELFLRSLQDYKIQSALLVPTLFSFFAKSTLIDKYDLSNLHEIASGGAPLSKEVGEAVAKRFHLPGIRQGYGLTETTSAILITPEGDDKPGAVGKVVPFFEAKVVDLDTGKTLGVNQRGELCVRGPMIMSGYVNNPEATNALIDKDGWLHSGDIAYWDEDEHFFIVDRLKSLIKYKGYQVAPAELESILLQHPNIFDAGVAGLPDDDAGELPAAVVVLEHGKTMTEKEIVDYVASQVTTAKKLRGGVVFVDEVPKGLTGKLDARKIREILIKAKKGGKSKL
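Substrate buffer containing 10 uM ATP (pH 7.2 imidazole, Mg2+, KCl, detergent, BSA) is dispensed, compound pinned in, then luciferase/luciferin detector mix added. After 8 min at ambient temperature, light output is measured.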
ERK AVP block = inhibitors of vasopressin-stimulated ERK signaling pathway; AID 995; Potency, µM (titrated, usually from 57.5 µM), inactives show at the highest dose activity, negative = inhibition, actives largely listed as inhibitors; 72,000 compounds, 0.99% hits; HEK293-V1b, vasopressin-stimulated pERK AlphaScreen; note: potency is the fitted concentration of half-maximal effect; % is set by controls: 0 for no effect and ±100 for the full control effect; nearly all actives have a fitted effect of over 55% in size
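HEK293 cells stably expressing V1b receptor, preincubated 30 min at 37 °C with compound, then stimulated 5 min with 25 nM vasopressin. Phospho-ERK by AlphaScreen SureFire after 5 h RT; normalized to DMSO and vasopressin; AC50 by Hill fit.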
Fluorescein autfl = compound autofluorescence in fluorescein spectral region | 59,000 compounds, 0.91% hits | Compound autofluorescence, 480/540 nm, fluorescein-equivalent; hits give high values | max fluorescein-equivalent concentration, M; in the data active = max fluorescein-equivalent concentration above about 10 nM; inconclusive = between about 1.1 nM and that limit
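First, buffer (100 mM Tris, pH 8.0) dispensed; second, compounds and fluorescein standards pinned in; third, 15 min room-temperature incubation; finally, imaging at ex 480 nm/em 540 nm. Fluorescence normalized against the six-point fluorescein curve.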
4MU fluor = compounds fluorescent in 4-MU spectral region | compound autofluorescence, 340/450 nm, 4-MU equivalents; hits give high values | max dye-equivalent concentration, M | 59,000 compounds, 11% hits | AID 589; in the data active = max dye-equivalent concentration above about 10 nM; inconclusive = mostly about 1.1 nM to 9.6 nM
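Intrinsic fluorescence at 340/450 nm (ex/em) was read after 15 min at room temperature in pH 8.0, 100 mM Tris. Each compound concentration expressed as 4-MU-equivalent concentration from a six-point 4-MU standard series on each plate.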
Rhodamine fluor = compound fluoresces in the rhodamine spectral region; Rhodamine-region fluorescence, 547/598 nm, Tris buffer; hits give high values; max dye-equivalent concentration, M; 59,000 compounds, 0.05% hits; AID 594; in the data active = max dye-equivalent concentration above about 11 nM; inconclusive = between about 1.1 nM and that limit
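qHTS spectral profiling of compounds without any target or enzyme present, in pH 8.0 Tris buffer; plates were read after a 15-minute room-temperature incubation using the rhodamine-region filter set.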
HEK293 cAMP cs = parental HEK293 cAMP activation (counter-screen). 73,000 compounds, 2.5% hits. Potency, µM (top dose mostly 57.1 µM), inactives show at the highest dose activation, usual class: activators. parental HEK293 CNG cAMP sensor, membrane potential fluorescence; note: potency is the fitted concentration of half-maximal effect; % of control where 0% means no effect; nearly all actives have a fitted effect of over 55% in size
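Counterscreen for endogenous-receptor signalling: CNG-channel HEK 293 cells report cAMP rise by membrane depolarization. After 60 min dye equilibration with 100 uM RO 20-1724, compounds incubated 30 min before bottom-read fluorescence at 590 nm.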
Casp1 inh = allosteric or competitive inhibitors of human caspase-1; P29466; Caspase-1 enzyme, Ac-WEHD-AFC fluorogenic rate; Potency, µM (highest dose often 57.5 µM), without a hit: top-dose activity change, negative = inhibition, actives largely listed as inhibitors; 75,000 compounds, 0.03% hits; AID 900;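 note: potency is the fitted concentration of half-maximal effect; plate controls were vehicle for no effect and no substrate for full effect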
Casp7 inh = blocks human caspase-7 allosterically or competitively; recombinant caspase-7, Ac-DEVD-AFC fluorescence rate; Potency, µM (doses to about 57.5 µM), without a hit: at the highest dose activity change, negative = inhibition, most hits filed as inhibitors; 75,000 compounds, 0.02% hits; active = well fitted inhibition curve with a large enough effect in the main read-out, with a control signal flat, not every such curve was filed as active; inconclusive = small, poorly fitted or top-dose-only effect, or a change in a side signal; note: potency is the fitted concentration of half-maximal effect; % of control where 0% means no effect
A350 fluor = A350 region autofluorescence | Compound autofluorescence, 340/450 nm, Alexa 350 dye-equivalents; hits give high values | 59,000 compounds, 11% hits | max dye-equivalent concentration, M; in the data active = max dye-equivalent concentration above about 10 nM; inconclusive = mostly about 1.1 nM to 9.6 nM
* = called active by the depositor; i = inactive; ? = inconclusive; / = not tested or not shown; [ ] = dose if it differs, or a comment. Unless noted, calls come from the whole dose curve; as a rule, active = well fitted curve in the direction sought with a large enough effect; inconclusive = small, poorly fitted or top-dose-only effect, or another doubt; inactive = no such curve, though single readings can be large; an effect the other way counts as inactive or inconclusive.

SMILES	Tau fil binding	TexasRed autofl	FLuc inh	ERK AVP block	Fluorescein autfl	4MU fluor	Rhodamine fluor	HEK293 cAMP cs	Casp1 inh	Casp7 inh	A350 fluor
COc1cc(NC(=O)c2ncn[nH]2)cc(OC)c1OC	-17%	?	2%	2%	i	i	i	14%	1%	1%	?
Cc1nnc(SCCn2c(N3CC(C)CC(C)C3)nc3c2c(=O)n(C)c(=O)n3C)s1 (stereo not given)	-12%	i	-2%	0%	i	i	i	6%	0%	1%	i
Clc1ccccc1Cn1nnc2c(Nc3ccccc3)ncnc21	24%	i	0%	?	i	?	i	?	-2%	-4%	?
CC1CCN(C(=O)CN(C)S(=O)(=O)c2cccc3nsnc23)CC1	-27%	i	0%	32%[activator]	i	i	i	12%	0%	1%	i
COc1ccccc1-n1c(SCC(=O)O)nnc1-c1ccc(S(=O)(=O)N2CCCCC2)cc1	2%	i	1%	16%	?	i	i	-6%	0%	0%	i
Cc1cc(C)cc(-n2nnc(C(=O)NCc3ccc(Cl)cc3)c2N)c1	2%	?	-1%	17%	i	i	i	25%	-4%	-1%	i
O=C(O)CCCC[C@@H]1SC[C@H]2NC(=O)N[C@H]12	?	i	2%[11.4 µM]	/	i	i	i	-3%	/	/	i
CCOC(=O)COc1ccc(N)cc1CC(NC(C)=O)(C(=O)OCC)C(=O)OCC	-9%	/	1%	?	/	/	/	1%	-1%	-1%	/
CC(C)Sc1nc2c(cnn2-c2ccc(F)cc2)c(=O)[nH]1	48%	/	3%	/	/	/	/	?	-1%	0%	/
CCOc1ccc(C(=O)c2ccc(OCC)c(N)c2)cc1N	?	/	-13%	-18%	/	/	/	7%	-4%	-1%	/

3 compounds already listed, arranged by their value in Casp1 inh, highest first:
molecule | Casp1 inh
COc1cc(NC(=O)c2ncn[nH]2)cc(OC)c1OC | 1%
CC1CCN(C(=O)CN(C)S(=O)(=O)c2cccc3nsnc23)CC1 | 0%
CCOC(=O)COc1ccc(N)cc1CC(NC(C)=O)(C(=O)OCC)C(=O)OCC | -1%

Quoted from the listing:
Reading for `CCOC(=O)COc1ccc(N)cc1CC(NC(C)=O)(C(=O)OCC)C(=O)OCC` under Tau fil binding: -9%
Reading for `COc1cc(NC(=O)c2ncn[nH]2)cc(OC)c1OC` under HEK293 cAMP cs: 14%

(list continues)
SMILES	Tau fil binding	TexasRed autofl	FLuc inh	ERK AVP block	Fluorescein autfl	4MU fluor	Rhodamine fluor	HEK293 cAMP cs	Casp1 inh	Casp7 inh	A350 fluor
COc1ccccc1N1CCN(S(=O)(=O)Cc2ccccc2Cl)CC1	-2%	i	1%	-11%	i	i	i	?	-3%	-5%	?
COc1cc(C)c(S(=O)(=O)NCc2cccs2)cc1C	-27%	i	0%	17%	i	i	i	9%	-1%	-1%	i
COc1cc(CNC(=O)c2ccc(Cn3nc(C)c(Cl)c3C)o2)cc(OC)c1	10%	i	0%	-27%	i	i	i	1%	-2%	0%	i
S=C(c1ccc(-c2cccc(Cl)c2)o1)N1CCOCC1	16µM*	/	13µM*	?	/	/	/	20%	-3%	-6%	/
CCN1CCc2c(C#N)c(N3CCCCC3)nc(NCc3ccccc3)c2C1	/	i	-1%[25.5 µM]	/	i	4.4e-08M*	i	/	/	/	5e-08M*
c1ccc2oc(-c3nn4c(Cn5cnc6ccccc65)nnc4s3)cc2c1	-11%	i	3%	21%	i	?	i	?	3%	0%	?
CCCC(NS(=O)(=O)c1ccc(OC)cc1)C(=O)O (stereo not given)	-3%	/	2%	-1%	/	/	/	14%	-1%	-6%	/
CN(C)c1nc(N2CCCCC2)nc(N2CCCCC2)n1	-3%	/	1%	1%	/	/	/	8%	-2%	0%	/
O=c1oc2ccccc2n1CCCOc1ccccc1	8%	/	-7%	27%	/	/	/	20%	1%	-3%	/
CCN(CC)CCCN1C(=O)C(O)=C(C(=O)c2ccco2)C1c1ccc(C)o1 (stereo not given)	13%	i	2%	-6%	?	?	i	1%	-6%	-5%	?
Cc1c(C(=O)N2CCOCC2)oc2ccc(S(=O)(=O)N3CCCC3)cc12	-4%	i	-2%	-4%	i	i	i	0%	2%	1%	i

Quoted at random: two records from the list, in no set order.
SMILES	Tau fil binding	TexasRed autofl	FLuc inh	ERK AVP block	Fluorescein autfl	4MU fluor	Rhodamine fluor	HEK293 cAMP cs	Casp1 inh	Casp7 inh	A350 fluor
COc1cc(CNC(=O)c2ccc(Cn3nc(C)c(Cl)c3C)o2)cc(OC)c1	10%	i	0%	-27%	i	i	i	1%	-2%	0%	i
Cc1c(C(=O)N2CCOCC2)oc2ccc(S(=O)(=O)N3CCCC3)cc12	-4%	i	-2%	-4%	i	i	i	0%	2%	1%	i

The list is partial; the hit share may differ from the screen's.
